# Source: PubChem BioAssay
# OX1R antagonist = antagonists of human orexin 1 receptor; CHO/OX1R cells, Fluo-8 calcium fluorescence, orexin A; inhibition, % at 5 µM; AID 434989; 0.43% of 330,000 active; O43613;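 active = inhibition above its plate's threshold, mean inhibition of all tested compounds on the plate plus 3 SD, cut at about 37% in these data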;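 also: 0% = orexin A challenge wells and 100% = SB-334867-A antagonist wells; not every result past the cut was called active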
# Target sequence (O43613 whole entry, looked up): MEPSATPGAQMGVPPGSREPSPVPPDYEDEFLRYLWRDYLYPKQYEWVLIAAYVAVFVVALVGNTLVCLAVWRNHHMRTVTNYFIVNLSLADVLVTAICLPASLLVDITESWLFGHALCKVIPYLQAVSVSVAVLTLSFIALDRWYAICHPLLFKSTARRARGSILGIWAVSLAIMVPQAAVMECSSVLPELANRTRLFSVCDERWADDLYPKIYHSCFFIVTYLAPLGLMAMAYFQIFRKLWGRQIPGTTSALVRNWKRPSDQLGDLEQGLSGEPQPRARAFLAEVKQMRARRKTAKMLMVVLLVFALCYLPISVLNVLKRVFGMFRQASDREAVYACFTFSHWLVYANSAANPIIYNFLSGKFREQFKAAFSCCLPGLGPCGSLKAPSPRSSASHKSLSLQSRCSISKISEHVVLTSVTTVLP
# CHT PAM = human CHT allosteric activation; Q9GZV3; CHT-expressing cells, membrane potential dye, choline EC20; active compounds read high; LV-AA mutant CHT in HEK293 cells; B-score at 10 µM; 0.49% of 310,000 active; AID 488977;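 active = initial fluorescence not abnormally high and integrated response B-score, plate-corrected, over 3 SD above library mean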
# Target sequence (Q9GZV3 whole entry, looked up): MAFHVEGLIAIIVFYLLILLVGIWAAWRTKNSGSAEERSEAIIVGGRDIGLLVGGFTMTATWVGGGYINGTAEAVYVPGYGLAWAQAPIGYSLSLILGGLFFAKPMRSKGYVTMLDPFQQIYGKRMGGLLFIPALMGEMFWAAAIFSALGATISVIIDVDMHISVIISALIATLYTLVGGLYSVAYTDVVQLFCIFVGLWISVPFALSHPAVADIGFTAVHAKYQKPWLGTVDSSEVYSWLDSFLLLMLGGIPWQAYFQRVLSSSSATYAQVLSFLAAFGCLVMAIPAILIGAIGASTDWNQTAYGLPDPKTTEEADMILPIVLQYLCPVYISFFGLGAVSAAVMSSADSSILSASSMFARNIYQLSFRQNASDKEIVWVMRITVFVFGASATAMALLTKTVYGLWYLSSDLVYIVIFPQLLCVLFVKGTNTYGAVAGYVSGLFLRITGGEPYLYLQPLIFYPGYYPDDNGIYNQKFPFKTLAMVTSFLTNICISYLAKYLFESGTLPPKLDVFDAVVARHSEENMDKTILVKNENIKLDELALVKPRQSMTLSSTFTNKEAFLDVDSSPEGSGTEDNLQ
# * hit, by the source's call; i = inactive; · = not tested or not shown.
# Sample of the layout:
SMILES,OX1R antagonist,CHT PAM
O=c1oc2ccccc2c2nccnc12,-0.4,i
O=C(OCc1cccc([N+](=O)[O-])c1)c1cnccn1,3.9,i
COc1ccc(-c2cc(C(=O)N/N=C(\C)c3cccnc3)c3ccccc3n2)c(OC)c1,-43.7,i

# The listing, from the start:
SMILES,OX1R antagonist,CHT PAM
O=c1oc2ccccc2c2nccnc12,-0.4,i
O=C(OCc1cccc([N+](=O)[O-])c1)c1cnccn1,3.9,i
COc1ccc(-c2cc(C(=O)N/N=C(\C)c3cccnc3)c3ccccc3n2)c(OC)c1,-43.7,i
CCC1(CC)C(=O)NC(=O)NC1=Nc1cccc(OC)c1,-20.8,i
Cc1cc(NC(=O)CSc2cn(CCNC(=O)c3ccccc3)c3ccccc23)no1,-20.5,i
CCC(NC(=S)Nc1ccccc1)C(=O)O (stereo not given),10.0,i
O=C(c1cc2cc(Br)ccc2[nH]1)N1CCc2ccccc21,·,i
Cc1cc(C)c2cc(C#N)c(NCCOC(=O)c3ccccc3C)nc2c1,-0.4,i
CCOC(=O)N1CCC(NS(=O)(=O)c2ccc3c(c2)CCN3C(C)=O)CC1,-25.7,i
C=CCN1C(=O)/C(=C2/Sc3ccccc3N2CCCS(=O)(=O)O)SC1=S,-19.4,i
COC(=O)c1cn(-c2ccccc2)nc1-c1ccncc1,-16.9,i
Cc1ccc(S(=O)(=O)Nc2nc3ccccc3nc2NCc2ccco2)cc1,4.8,i
NS(=O)(=O)c1ccc(N=Nc2c(O)c(C(=O)O)cc3ccccc23)cc1,-14.9,i
CCC(C)N(CC(=O)NCc1ccc(OC)cc1)C(=O)c1csnn1 (stereo not given),-18.4,i
Cc1cccc(-n2ncc3c(NNC(=O)c4ccco4)ncnc32)c1,-13.1,i

# Five of the compounds above, with bars between the fields.
SMILES | OX1R antagonist | CHT PAM
Cc1cccc(-n2ncc3c(NNC(=O)c4ccco4)ncnc32)c1 | -13.1 | i
CCOC(=O)N1CCC(NS(=O)(=O)c2ccc3c(c2)CCN3C(C)=O)CC1 | -25.7 | i
CCC(NC(=S)Nc1ccccc1)C(=O)O (stereo not given) | 10.0 | i
O=C(c1cc2cc(Br)ccc2[nH]1)N1CCc2ccccc21 | · | i
CCC1(CC)C(=O)NC(=O)NC1=Nc1cccc(OC)c1 | -20.8 | i

# Next structures follow.
SMILES,OX1R antagonist,CHT PAM
COc1ccc(CCN=CC2=C(O)CCCC2=O)cc1OC,1.7,i
Cc1nc2sccn2c(=O)c1S(=O)(=O)N1CCN(c2cccc(Cl)c2)CC1,-17.6,i
O=C(CSc1nc2ccccc2s1)Nc1nccs1,-1.5,i
COc1ccc(CCNC(=O)c2ccc3ccccc3n2)cc1OC,-27.7,i
CC(=O)N1c2ccc(S(=O)(=O)N3CCCCC3)cc2CC1C(=O)Nc1ccccc1C(F)(F)F (stereo not given),-23.3,i
Cc1ccccc1C(=O)NNC(=O)c1cccn1C,-12.3,i
Cc1ccc(-n2nc(-c3ccco3)cc2C(=O)NCc2cccnc2)cc1,-32.4,i
O=C(N/N=C/c1cccs1)c1cccc(S(=O)(=O)Nc2ccc(Cl)cc2)c1,-11.0,i
CN1C=CC=C/C1=C1/SC(=S)N(Cc2ccccc2)C1=O,3.2,i
Cc1cccc2cc(/C=N/NC(=O)CN3CCOCC3)c(Cl)nc12,-7.0,i
COC(=O)C(C)N(C(=O)c1ccc(C(=O)c2ccccc2)cc1)c1c(C)cccc1C (stereo not given),-25.4,i
Cc1cc(C)nc(Nc2n[nH]c(-c3ccc(N)cc3)n2)n1,-16.8,i
COc1cc(CC(=O)OCC(=O)Nc2ccc([N+](=O)[O-])cc2)cc(OC)c1OC,-19.2,i
O=C(CCn1c(=O)sc2ccccc21)NC1CCCCC1,-13.8,i
O=C(CN1CCC(NC(=O)c2ccccc2F)CC1)Nc1ccc2c(c1)OCO2,-13.9,i
CC(=O)Nc1c(O)nc(SCC(=O)Nc2nnc(SCc3ccccc3)s2)[nH]c1=O,-13.8,i
COc1cc(/C=N/N=C2/NC(=O)C(Cc3ccc(F)cc3)S2)ccc1O (stereo not given),-13.4,i
CCOC(=O)c1[nH]c2cc(OC)c(OC)cc2c1NC(=O)c1ccc2c(c1)OCO2,-23.0,i
S=C(NCCc1ccccc1)N1CCOCC1,2.9,i
CCCN(CC(=O)Nc1ccccc1C)C(=O)C1CCCN(C(=O)c2ccc(Cl)cc2)C1 (stereo not given),-29.5,·
CCOC(=O)CC(=O)CSc1nc(CC)c(C)cc1C#N,-2.3,i
CCN1CCN(c2c(Cl)cccc2NC(=O)c2ccco2)CC1,-22.8,7.57*
Nc1ccc(-c2nnn(Cc3ccccc3F)n2)cc1,-13.7,i
COc1cccc(CN2CC(C(=O)N(C)Cc3ccnc4ccccc34)CCC2=O)c1 (stereo not given),-15.2,i
CSc1ccc(CCNC(=O)c2ccc(CS(=O)Cc3ccccc3Cl)o2)cc1 (stereo not given),-7.4,i
COc1cccc2[nH]c(C(=O)NCCCN3CCCC3=O)cc12,-12.2,i
COc1ccccc1S(=O)(=O)NCc1ccc(C(=O)N(C)Cc2ccc(F)cc2)cc1,3.9,·
OCCc1ccc(O)cc1,-12.0,i
CCOc1ccccc1N(CC(=O)Nc1c(C)n(C)n(-c2ccccc2)c1=O)S(=O)(=O)c1ccccc1,-2.2,i
COc1ccc2c(CN3CCN(S(=O)(=O)c4cccs4)CC3)cc(=O)oc2c1,-3.7,i
CCc1cccc(CC)c1NC(=O)c1ccccc1CCc1ccccc1,-2.6,i
CCCCn1c(N)c(N(CC(C)C)C(=O)c2ccc(C)c(S(=O)(=O)N3CCCCC3)c2)c(=O)[nH]c1=O,-26.8,i
CCc1ccc(NC(=O)C/C(C)=N/NC(=O)OCc2ccc(OC)cc2)cc1,-17.0,i
Cc1ccc(/C=N/NC(=O)c2cc3c(ccc4ccccc43)o2)cc1[N+](=O)[O-],-2.5,i
COc1ccc(/C(N)=N/OC(=O)c2ccc(Br)o2)cc1,-14.7,i
O=C(CCNC(=O)c1ccccc1Cl)NC1=NCCS1,-13.9,i
COc1cc(-c2cc(C(=O)Nc3cccc(S(=O)(=O)N(C)C)c3)c3ccccc3n2)cc(OC)c1OC,-11.4,i
COc1ccc(C(=O)CN2CCN(S(=O)(=O)c3cccc([N+](=O)[O-])c3)CC2)cc1OC,-30.4,i
O=C(c1cc([N+](=O)[O-])ccc1Cl)N1c2ccccc2Sc2ccccc21,-26.6,i
CCC1NC(C(=O)O)Cc2c1[nH]c1ccccc21 (stereo not given),-8.9,i
Cc1c(NC(=O)Nc2ccc(Cl)cc2)c(=O)n(-c2ccccc2)n1C,-24.2,i
C=CCc1cccc(/C=N/NC(=O)C(C)Nc2ccc(C)cc2)c1O (stereo not given),-10.6,i
CC(C)=CC(=O)O[C@H]1[C@@H]2[C@H](C)C(=O)O[C@@H]2C[C@@H](C)[C@@H]2[C@@H](O)CC(=O)[C@]21C,-15.4,i
O=C(c1cccs1)N1C(=O)c2cccc3cccc1c23,-13.3,i
CCc1ccccc1NC(=O)CSc1nnc([C@@H](NC(=O)OC(C)(C)C)C(C)CC)o1 (stereo not given in full),-32.6,i
CCOc1ncccc1C(=O)OCC(=O)c1ccc(Br)s1,7.0,·
C[C@@H]1CN([C@@H](C)CO)C(=O)c2cc(NC(=O)Nc3ccc4c(c3)OCO4)ccc2O[C@H]1CN(C)S(=O)(=O)c1cn(C)cn1,-10.9,·
O=C(NCc1ccc(F)cc1Cl)C1CC(=O)N(C2CCCCCCC2)C1 (stereo not given),-20.7,i
CCOC(=O)c1sc(=S)n(CC)c1NC(=O)CC,-8.3,i
CC(C)n1nnnc1SCC(=O)N1N=C(c2cccs2)CC1c1cccs1 (stereo not given),-10.2,·
C[C@H]1CN([C@@H](C)CO)C(=O)c2cccc(NC(=O)Nc3ccc(C(F)(F)F)cc3)c2O[C@@H]1CN(C)C(=O)Nc1ccc(F)cc1,27.4,·
COC(=O)C1CCCN1C(=O)c1cccs1 (stereo not given),-4.8,i
O=C(COC(=O)c1ccccc1OC(F)F)Nc1ccc(N2CCCCC2)cc1,-6.6,·
O=C(Cn1cc([N+](=O)[O-])ccc1=O)NCc1ccc(Cl)cc1Cl,-8.3,i
COc1ccc(NC(=O)COC(=O)c2cccn2C)cc1S(=O)(=O)N1CCCCC1,-23.1,·
CCOC(=O)N1CCN(C(=O)C2CCN(C(=O)c3ccc(C(C)(C)C)cc3)CC2)CC1,-11.5,i
COC(=O)[C@@H](NC(=O)NCc1ccccc1Cl)C(C)C,-15.8,i
O=S(=O)(Nc1nc(SCc2ccc(Cl)cc2)n[nH]1)c1ccccc1,-13.8,i
c1ccc(C(c2c[nH]c3ccccc23)c2c[nH]c3ccccc23)nc1,0.0,i
O=C(Nc1cccc(Cl)c1)c1cc(S(=O)(=O)N2CCCCC2)c[nH]1,-10.0,i

# Laid out differently: 3 of the compounds above.
smiles | OX1R antagonist | CHT PAM
O=C(Nc1cccc(Cl)c1)c1cc(S(=O)(=O)N2CCCCC2)c[nH]1 | -10.0 | i
CCOC(=O)c1sc(=S)n(CC)c1NC(=O)CC | -8.3 | i
CCOc1ncccc1C(=O)OCC(=O)c1ccc(Br)s1 | 7.0 | ·

# The list continues:
SMILES,OX1R antagonist,CHT PAM
Cn1c(=O)[nH]c(=O)c2c1nc1n2CC(O)CN1c1ccccc1 (stereo not given),-8.0,i
Cc1occc(=O)c1O,1.0,i
O=C(CCNC(=O)c1ccc(Br)cc1)Nc1ccccc1N1CCOCC1,-22.0,i
Cc1cccc(-n2c(-c3csc(C)c3C)n[nH]c2=S)c1,-25.5,i
Cc1cccc(C(=O)NCCc2csc(C)n2)c1,-8.3,i
COc1ccccc1C(=O)NC(CCSC)C(=O)N1CCN(C(C)=O)CC1 (stereo not given),-12.8,·
O=C(NCc1csc(-c2cccs2)n1)Nc1cccc(Cl)c1,5.7,i
C/C(=N/NC(=O)c1cccs1)c1ccc(N2CCOCC2)cc1,-1.4,i
Cc1c(C(=O)NCc2ccc(S(N)(=O)=O)cc2)oc2ccc(Cl)cc12,0.7,i
CCCCOC(=O)n1c(SCC(=O)N(C)C)nc2ccccc21,-17.8,i
CC(NS(=O)(=O)c1ccccc1)C1COc2ccccc2O1 (stereo not given),-4.9,i
COc1ccc(NC(=O)CSc2nccn2-c2cccc(OC)c2)cc1,-11.7,i
O=C(Nc1nnc(-c2ccccc2)o1)C1CCCCC1,-18.8,i
CC(C)n1cc(/C=C2\NC(=O)N(c3cccc(Cl)c3)C2=O)c2ccccc21,-8.5,i
COCCN(Cc1cn(C)nc1-c1ccccc1F)C(C)C,15.3,i
COc1cc(SC)ccc1C(=O)N(C)Cc1ccccc1,7.1,i
O=[N+]([O-])c1cn(Cc2ccc(Cl)cc2)cn1,-6.0,i
COC(=O)C(NS(=O)(=O)c1ccccc1Cl)c1ccccc1 (stereo not given),3.5,i
CCOc1cc(/C=C/C(=O)N(CC)CC(=O)NCc2cccs2)cc(Cl)c1OC,-35.2,i
Cc1ccc(NC(=S)NC(=O)C2CCCCC2)c(Br)c1,7.9,·
CSc1ccccc1N=Cc1nc(-c2ccccc2)oc1O,13.1,i
Cc1c(C(=O)O)nnn1-c1ccccc1,-15.7,i
Cc1ccccc1-c1nc2c3ccccc3nc(=S)n2[nH]1,-8.0,i
CSCCC1NC(=O)N(CC(=O)Nc2ccc(Cl)c(S(=O)(=O)N3CCOCC3)c2)C1=O (stereo not given),2.8,·
CC12CCC(=O)C=C1CCC1C2C(O)CC2(C)C1CCC2(O)C(=O)CO (stereo not given),-16.8,i
Cc1ccc(C(O)P(=O)(OCCC(C)C)c2ccc(N(C)C)cc2)cc1 (stereo not given),-36.2,i
CCN(CC)C(=O)Cn1c(=O)n(C)c2ccccc21,-12.7,i
CCN(CC)C(=O)C1c2ccccc2Oc2ccccc21,24.0,i
Cc1cccc(NC(=O)CN2CCOCC2)c1C,-5.2,i
CC(=O)N(Nc1ccccc1)c1ccccc1,-7.2,i
COc1ccc(/C=C/C(=O)OCC(=O)Nc2ccc3c(c2)OCO3)cc1,-10.5,·
CSc1sc(-c2nnc(SCC(=O)Nc3ccc(Cl)cc3)n2C)c2c1C=CCC2,13.3,i
CCOC(=O)c1ccc(NC(=O)CCOc2ccc(C)cc2)cc1,-11.1,i
Nn1cc(-c2ccccc2)nc1SCC(=O)NCCN1C(=O)CSC1=O,-19.8,i
Cc1ccc2nc(NC(=O)CN(C)S(=O)(=O)c3ccc(Br)s3)sc2c1,3.6,i
CCOC(=O)C1(Cc2ccc(Cl)cc2)CCN(C(=O)c2cc(C)nc(C)n2)CC1,-43.5,i
COc1ccc(NC(=O)c2ccc3c(c2)CCN3S(=O)(=O)c2ccccc2)c(OC)c1,-8.2,i
Cn1c(SCc2ccccc2C#N)nc2ccccc2c1=O,-22.2,i
CCOc1cc(C(=O)Nc2cc(OC)cc(OC)c2)ccc1OCC(=O)N1CCOCC1,1.4,·
O=C(O)C1Nc2c(cccc2C(F)(F)F)C2C=CCC12 (stereo not given),·,i
COC(=O)c1cccc(C(=O)N2CCCC(CCC(=O)N(C)CCc3ccccn3)C2)c1 (stereo not given),-23.5,i
CSc1ccc(CNc2nnnn2C)cc1,0.8,i
COc1ccc(C(NCC(=O)NC(C)c2ccc(Cl)cc2)c2ccccc2)cc1 (stereo not given),-42.5,i
O=C1C(SC(F)(F)C(F)F)=C(C(F)(F)F)OC2C3C=CC(C3)C12 (stereo not given),-11.4,i
Cc1ccc(-c2csc(NC(=O)CSc3nc4ccccc4c(=O)n3CCCN(C)C)n2)cc1,-10.3,i
Nc1cccc2[nH]c(C(F)(F)F)nc12,-1.7,i
COc1ccc(NC(=O)NCCc2cccc(Cl)c2)cc1OC,-7.8,i
O=C(Nc1ccc(F)cc1)C1CCN(S(=O)(=O)c2ccc3[nH]c(=O)oc3c2)CC1,13.3,i
COc1ccc(Nc2nnc(SCC(=O)Nc3ccc4[nH]c(=O)[nH]c4c3)s2)cc1,-1.1,i
CCN1CCN(S(=O)(=O)c2ccc(Cl)c(C(=O)N(C)Cc3ccc(Cl)cc3Cl)c2)CC1,-14.1,i
